# miR122 inh: inhibitors of miR-122 in Huh7 cells | Huh7 miR-122 Renilla luciferase sensor, 48 h; neutral wells = 0, positive control = 100 | activation (reporter increase), % at 12.5 µM | 0.3% of 340,000 active | AID 602342;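 active means mean replicate activation score at least 90 and every replicate individually at or above 90; inconclusive means only one of the two criteria met; inactive means neither criterion met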;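 further: higher luciferase means less miR-122 activity so hits act as miR-122 inhibitors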
# CFTR F508del cor: correctors of CFTR F508del function in bronchial epithelial cells | 0.36% of 350,000 active | CFBE cells, YFP halide quenching; stimulated with forskolin plus potentiator P3; % fluorescence drop versus neutral controls | activity (quench increase), % at 7.58 µM | AID 720511;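 active means mean added fluorescence quench of at least 8% versus neutral control, with both replicates also reaching 8%; inconclusive means only one of the mean or replicate conditions met; inactive means mean below 8% and not both replicates reaching 8%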;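 further: cells transiently co-express mutant CFTR-F508del with the halide-sensitive YFP; corrector assay measuring rescue of mutant channel to the surface after 24 h compound exposure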
# DENV2 CPE rescue: inhibitors of DENV2 cytopathic effect; AID 651640; CPE inhibition, % at 9.99 µM; DENV2-infected cells, cytopathic effect rescue, plate reader; 1.7% of 350,000 active; in the data active means CPE inhibition above about 20%, passing the limit was not always enough; inconclusive means no clear call, values can overlap the other calls; tested in BHK-21 cells;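 further: 0% = median of neutral control wells and 100% = median of positive control wells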
# PAX8 inh HTS: inhibitors of PAX8 transcriptional activity in RMG-I cells; RMG-I TPO-luciferase reporter, SteadyGlo, 24 h; inhibition, % at 12.6 µM; 1.2% of 360,000 active; AID 652154;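 active means mean replicate inhibition at least 60% with every replicate also reaching 60%; inconclusive means only one of the two criteria is met; inactive means mean below 60% and not all replicates reaching 60%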;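 further: luciferase light reporting Pax8 driven TPO promoter activity; plate controls were median of neutral control wells for no effect and mitoxantrone controls for full effect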
# INS-1E GSIS act: primary screen for activators of insulin secretion dependent on glucose, INS-1E cells, GLuc reporter luminescence. INS-1E GLuc reporter insulin secretion, 2-3 h. activation, % at 16.6 µM. 0.61% of 370,000 active. AID 743287;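 active means lowest replicate activation of at least 40%, so every replicate reaches that level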;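 further: 0% = median of neutral control wells and 100% = median of IBMX positive control wells; some compounds called inactive have numbers as strong as hits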
# EWS-Fli inh: EWS/Fli transcriptional activity inhibition; A673 NR0B1-luciferase reporter, viability-normalised; inhibition, % at 12.6 µM; 0.67% of 350,000 active; AID 651661;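 active means mean inhibition of at least 50% after viability correction, with every replicate also passing that limit; inconclusive means mean reaches 50% but only one of two replicates passes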;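 further: firefly luciferase signal divided by Alamar Blue viability fluorescence both relative to DMSO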
# FN deposit inh: fibronectin deposition inhibition; AH1F fibroblasts, Alexa488-fibronectin deposition fluorescence, overnight; inhibition, % at 12.6 µM; 0.086% of 350,000 active; AID 743247;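 active means mean inhibition across replicates of 30% or more, regardless of how many single replicates reach that level; inconclusive means mean under 30% yet at least half of replicates reach 30%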;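 further: positive control wells lacked labelled fibronectin entirely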
#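 material = AH1F fibroblast monolayer depositing Alexa488-labelled fibronectin into matrix | amount = 10000 AH1F cells/well | buffer or medium = DMEM plus 2% serum, read in PBS | incubation = 1 h cell adhesion before compound, then overnight fibronectin incubation | detection = fluorescence at 485 nm excitation, 525 nm emission | evaluation = percent inhibition as loss of matrix-bound fibronectin fluorescence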
# Starred values were filed as active, the others as inactive; ? = inconclusive; . = no result given; & = joins results of further samples; [ ] = remark or other dose.
# The line under a structure holds: miR122 inh	CFTR F508del cor	DENV2 CPE rescue	PAX8 inh HTS	INS-1E GSIS act	EWS-Fli inh	FN deposit inh
CCCCC(=O)NC(c1ccc(Cl)cc1Cl)c1ccc2cccnc2c1O (centres undefined)
  .	0.3	-15	66*	1	28	5
CCCC#Cc1ccc2c(c1)O[C@@H](CN(C)C(=O)c1ccccc1)[C@H](C)CN([C@H](C)CO)S2(=O)=O
  -2[16.7 µM]	2.9	-4	.	-27	18	3
N#C/C(=C/c1cc[nH]c1)C(N)=S
  .	-0.9	1	24	14	0	.
O=C(NC(c1ccc(Cl)cc1)c1cc(Cl)c2cccnc2c1O)c1cccnc1 (centres undefined)
  .	.	.	-9	-14	.	10
CC1CCN(c2ccc3nnc(CCC(=O)NCCCOC(C)C)n3n2)CC1
  -2	-1.6	3	10	2	11	4
C/C=C/c1cnc2c(c1)C(=O)N([C@H](C)CO)C[C@H](C)[C@H](CN(C)CC1CCOCC1)O2
  0[16.7 µM]	-1.0	-9	1	10	3	-10
CC1CN(S(=O)(=O)c2ccc(C(=O)N(C)C3CCCCC3)cc2)CC(C)O1 (centres undefined)
  2	0.5	-8	-7	.	15	.
N#C/C(=C\c1cn(CC(=O)N2CCCCC2)c2ccccc12)C(=O)NCc1ccc2c(c1)OCO2
  -6	.	.	10	-20	.	.
O=C(NCc1ccco1)Nc1cccc2ccccc12
  2	-1.8	-7	-14	-9	0	.
CN(C)CCCNC(=O)C[C@H]1C=C[C@@H](NC(=O)Cc2cccnc2)[C@@H](CO)O1
  -11[16.7 µM]	0.8	-2	6	7	-5	-1
CCc1cccc(OCCOCCN2CCCC2)c1
  4	.	.	8	.	.	-7
CC=Cc1ccc2n(c1=O)C[C@H]1[C@H](CO)[C@@H](C(=O)N[C@H](C)c3ccccc3)[C@@H]2N1Cc1cccnc1 (mixture of isomers)
  -2[16.7 µM]	-0.2	.	-10	-4	-2	.
N#CCCN(Cc1ccncc1)C(=S)NC1CC2C=CC1C2 (centres undefined)
  -4	-0.6	6	-6	9	-1	4
CCOC(=O)c1nc(C)sc1-c1ccnn1S(=O)(=O)c1cccc(Cl)c1
  .	0.5	-5	20	.	9	1
O=C(Nc1ccccc1C(=O)NCc1ccccc1)c1ccccc1Br
  7	.	.	8	-19	.	-18
COc1ccc(N(C(=O)c2snc(C(N)=O)c2N)C(C(=O)NC2CCCCC2)c2ccc(C)o2)c(OC)c1 (centres undefined)
  51	-3.2	2	8	-18	13	1
O=S(=O)(N[C@@H]1CC[C@H](CCn2cc(-c3cccc(F)c3)nn2)O[C@@H]1CO)c1ccc(F)cc1
  .	-1.5	-5	.	-17	0	-1
CC(=O)/C(C#N)=C1\NC(=O)C(Cc2cc(Cl)ccc2Cl)S1 (centres undefined)
  .	?	57*	-13	-13	-5	-2
Cc1noc(C)c1NC(=O)Nc1ccc2c(c1)C(=O)N([C@H](C)CO)C[C@@H](C)[C@H](CN(C)C(=O)Nc1ccc(C(F)(F)F)cc1)O2
  -26[16.7 µM]	-0.3	-1	.	-11	-2	.
CCC1=NN(C(=O)c2ccc(Cl)cc2)C(O)(c2ccc(C)cc2)C1 (centres undefined)
  1	.	-2	-45	.	-13	5
CCC(C)[C@H](NC(=O)NCCCc1ccccc1)C(=O)OC (some centres undefined)
  0	-0.1	-2	.	-21	0	.
CCCCCSc1nc2c(c(=O)[nH]c(=O)n2C)n1C
  .	2.0	3	1	0	-2	-8
CCN(CC)CCNC(=O)c1ccc2c(c1NCCO)C(=O)c1ccccc1C2=O
  -27	-2.3	-15	69*	-19	-25	3
Cc1ccc(S(=O)(=O)N2C(c3ccccc3)CC(=O)C3CN(S(=O)(=O)c4ccc(Cl)cc4)C(c4ccccc4)CC32)cc1 (centres undefined)
  .	0.5	-2	16	5	-16	2
CCCn1c(=O)n(CC(=O)NCC2CCCO2)c(=O)c2c3c(sc21)COC(C)(C)C3 (centres undefined)
  0	-2.6	5	-4	9	.	-7
O=C(NCc1ccccc1)N1CCn2c(nc3ccccc32)C1
  -3	1.4	-10	.	-5	-15	.
Cc1nc(N/N=C/c2cccnc2)cc(N2CCOCC2)n1
  .	2.4	-3	.	.	-7	-6
COc1ccc(NC(=O)N(C)C[C@H]2Oc3c(NC(=O)c4cc(C)nn4C)cccc3C(=O)N([C@H](C)CO)C[C@@H]2C)cc1
  1[16.7 µM]	-2.7	0	-11	0	.	.
COc1cccc2cc(C(C)=O)c(=O)oc12
  1	.	.	.	23	.	2
O=C(c1cccnc1Cl)N1CCOCC1
  6	-3.2	0	13	8	7	13
COc1cccc(CNC(=O)CCC(=O)N2CCSc3ccccc32)c1OC
  -1	0.0	1	-8	.	1	2
CN(C)S(=O)(=O)N(CC(=O)N1CCN(Cc2ccccc2)CC1)c1ccccc1
  -5	-2.4	-8	3	7	-1	-4
C=CCN1C(=O)C(CCCC)NC1=S (centres undefined)
  1	.	.	4	25	.	-8
CCS(=O)(=O)c1ccc2oc(SCC(=O)NCc3ccccc3)nc2c1
  .	-2.3	-4	-3	9	-1	8
COc1ccc(NC(=O)Nc2ccc3c(c2)[C@H]2C[C@H](CC(=O)N4CCc5ccccc5C4)O[C@H](CO)[C@H]2O3)cc1
  -5[16.7 µM]	-0.4	0	40	0	26	-11
CCC(=C(c1ccc(O)cc1)c1ccc(OCCN(C)C)cc1)c1ccccc1
  1	0.6	-2	-14	-17	-1	-6
CCOc1ccc(C(=O)Nc2cc(S(=O)(=O)Nc3ccccc3Cl)ccc2N2CCOCC2)cc1
  .	0.2	-15	25	-11	14	7
CCOc1ccc(CCNC(=O)Cn2ccc3ccccc3c2=O)cc1OCC
  .	-0.3	7	12	50*	-5	.
C[C@@H](NC(=O)C[C@H]1C[C@H]2c3cc(NC(=O)CC4CC4)ccc3O[C@H]2[C@@H](CO)O1)c1ccccc1
  6[16.7 µM]	-2.0	2	.	1	-2	4
CCCN1[C@@H]2Cn3c(ccc(C4=CCCCC4)c3=O)[C@H]1[C@@H](C(=O)NCC(F)(F)F)[C@@H]2CO
  1[16.7 µM]	-3.5	2	8	-9	-2	.
COc1ccc(S(=O)(=O)N2CCC(NC(=O)c3ccccc3)CC2)cc1
  -5	-1.5	-1	-1	-12	1	3
COc1ccc(C(=O)NCc2ccccn2)cc1[N+](=O)[O-]
  .	-1.9	1	8	1	3	.
COc1ccccc1-c1nnc(SCc2ccccn2)n1C
  2	.	.	.	-2	.	-5
O=C(Nc1ccc(F)cc1F)c1ccccc1-c1ccccc1
  .	.	.	6	0	.	6
CCS(=O)(=O)N1CCN=C1SCc1ccc(F)cc1
  5	-0.8	4	7	12	.	10
OC(CNCc1ccc(Cl)cc1)COc1ccccc1 (centres undefined)
  1	0.4	-3	-9	2	7	1
COc1ccc(CCN(Cc2cc3cccc(C)c3[nH]c2=O)C(=O)N2CCCC2)cc1OC
  -3	.	.	14	.	.	-18
CCN(CC(=O)Nc1ccccc1C(F)(F)F)C(=O)CCSc1ccc(F)cc1
  .	-0.1	6	10	-20	0	0
COc1cccc(C2c3[nH]c4ccccc4c3C[C@H]3C(=O)N(c4ccccc4C(=O)N4CCC[C@H]4C(=O)O)C(=O)N23)c1 (some centres undefined)
  -6	4.5	7	.	5	2	.
CC(=O)c1cccc(NS(=O)(=O)c2ccc(N/C=C/C(=O)c3ccc(F)cc3)cc2)c1
  .	.	.	-9	-31	.	-3
Cc1noc(C)c1S(=O)(=O)Nc1ccc2c(c1)C(=O)N([C@H](C)CO)C[C@@H](C)[C@H](CN(C)Cc1ccc3c(c1)OCO3)O2
  6[16.7 µM]	0.4	7	.	1	-4	-3
Cc1ccc(-c2nnc(SCC(=O)N/N=C/c3ccccc3C(=O)O)n2-c2ccc(Cl)cc2)cc1
  -3	-1.6	-2	7	-18	8	5
O=c1cc(-c2ccc([N+](=O)[O-])cc2)nc2cc(-c3ccc(F)cc3)[nH]n12
  .	.	3	10	.	4	-4
C[C@H](CO)N1C[C@H](C)[C@H](CN(C)S(=O)(=O)c2ccc([N+](=O)[O-])cc2)OCc2ccccc2-c2c(n(C)c3ccccc23)C1=O
  .	-0.9	-12	.	4	-4	.
Cc1csc(C(C)N(C)C(=O)c2ccc(OC3CCN(Cc4ccccn4)CC3)cc2)n1 (centres undefined)
  -8	2.5	-4	17	18	5	-20
CCCCCCSc1cccc(-c2nc3cc(C)ccn3c2NC2CCCCC2)c1
  3	1.7	7	23	27	28	7
N#Cc1nc(-c2ccco2)oc1NCc1cccnc1
  .	-1.4	-6	.	15	-1	.
C[C@@H]1CN([C@@H](C)CO)C(=O)c2cc(C#CC3CC3)cnc2O[C@H]1CN(C)C(=O)Nc1ccccc1
  6[16.7 µM]	3.7	7	.	-7	-6	.
COC(=O)C(C)N(C(=O)c1cccc(Cl)c1)c1c(C)cccc1C (centres undefined)
  -4	.	.	.	-19	.	-3
C[C@@H]1CN([C@@H](C)CO)C(=O)c2cc(C#CC3CCCC3)cnc2O[C@H]1CN(C)S(=O)(=O)c1cccc(F)c1
  19[16.7 µM]	-4.0	6	12	-24	-5	0

# Two compounds picked at random from those above, as already listed:
# The line under a structure holds: miR122 inh	CFTR F508del cor	DENV2 CPE rescue	PAX8 inh HTS	INS-1E GSIS act	EWS-Fli inh	FN deposit inh
COC(=O)C(C)N(C(=O)c1cccc(Cl)c1)c1c(C)cccc1C (centres undefined)
  -4	.	.	.	-19	.	-3
O=C(NCc1ccco1)Nc1cccc2ccccc12
  2	-1.8	-7	-14	-9	0	.

# Part of the list above in order of number of heavy atoms, smallest number first:
# The line under a structure holds: miR122 inh	CFTR F508del cor	DENV2 CPE rescue	PAX8 inh HTS	INS-1E GSIS act	EWS-Fli inh	FN deposit inh
CCS(=O)(=O)N1CCN=C1SCc1ccc(F)cc1
  5	-0.8	4	7	12	.	10
COC(=O)C(C)N(C(=O)c1cccc(Cl)c1)c1c(C)cccc1C (centres undefined)
  -4	.	.	.	-19	.	-3
CCN(CC(=O)Nc1ccccc1C(F)(F)F)C(=O)CCSc1ccc(F)cc1
  .	-0.1	6	10	-20	0	0
CC(=O)c1cccc(NS(=O)(=O)c2ccc(N/C=C/C(=O)c3ccc(F)cc3)cc2)c1
  .	.	.	-9	-31	.	-3

# Next results.
# The line under a structure holds: miR122 inh	CFTR F508del cor	DENV2 CPE rescue	PAX8 inh HTS	INS-1E GSIS act	EWS-Fli inh	FN deposit inh
CN(C)CCCNC(=S)NCC(c1ccc(Cl)cc1Cl)c1c[nH]c2ccccc12 (centres undefined)
  -4	-0.1	-4	29	-11	62*	9
O=C(c1ccc(OCCN2CCCCC2)cc1)c1c(-c2ccc(O)cc2)sc2cc(O)ccc12
  16&16	2.8&-1.5	6&-1	14&0	-3	10&20	3&10
Cc1noc(C)c1S(=O)(=O)N(C)C[C@H]1OCCCC[C@@H](C)Oc2ccc(NC(=O)Nc3ccc(C(F)(F)F)cc3)cc2C(=O)N([C@@H](C)CO)C[C@@H]1C
  -2[16.7 µM]	4.0	2	.	1	1	.
CC(C)C#Cc1ccc2c(c1)O[C@H](CN(C)CC1CC1)[C@H](C)CN([C@@H](C)CO)S2(=O)=O
  2[16.7 µM]	-3.5	2	.	1	2	.
COCCCNCCC(CCC(C)C)c1ccc2c(c1)OCO2 (centres undefined)
  12	2.0	19	2	.	7	1
CCC(=O)OC1c2ccccc2C(=O)N1Cc1ccccc1 (centres undefined)
  .	-1.1	-4	2	3	10	4

# Bioassay records: PubChem, Broad Institute
